sEH activator = soluble epoxide hydrolase activators, primary screen, biochemical, human sEH. Bifunctional epoxide hydrolase 2 (Homo sapiens), P34913. purified human sEH enzymatic activity, activator screen. activation, % at 2 µM. 91,000 tested, 0.04% active; in the data active = activation above about 37%; also: values of inactives mirror those of a sister screen read the other way
Mac1 fbg inh = inhibitors of CD11b/CD18 adhesion to fibrinogen, primary screen, K562 cells, luminescence; Integrin beta-2 (Homo sapiens) + Integrin alpha-M (Homo sapiens), P05107+P11215; ATPlite luminescence; Mn2+ added to activate the integrin; inhibition, % at 10 µM; 93,000 tested, 0.54% active; AID 1497, 2009;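 active = primary inhibition of 50% or more at 10 µM, then 40% or more on retest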; also: some results filed as inactive read as strong as hits
Candida biofilm = clotrimazole potentiators killing Candida biofilms, primary screen, with clotrimazole, Alamar Blue. inhibition, % at 6 µM. C. albicans biofilm + clotrimazole. 85,000 tested, 0.14% active. AID 834, 2007;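 active = inhibition above 20%; inactive = inhibition below 20%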;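 also: preformed 24 hr biofilms exposed to compound for 48 hr; 0% = biofilm without compound and 100% = blank killed by clotrimazole plus chlorhexidine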
CD11b adhes enh = enhancers of CD11b/CD18 adhesion to fibrinogen, primary screen, K562 cells, luminescence; Integrin beta-2 (Homo sapiens) + Integrin alpha-M (Homo sapiens), P05107+P11215; ATPlite luminescence; activation, % at 10 µM; 93,000 tested, 0.07% active; AID 1499, 2009;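 active = 10 µM primary screen giving 50% or more activity, confirmed by 40% or more on retest at that dose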; also: strong numbers were not always called active; reference of the scale not given here
MT1-MMP txn act = MT1-MMP promoter reporter activation – cell-based, luciferase luminescence, primary screen. HT1080 MT1-MMP promoter luciferase reporter, overnight; hits give high values. activation factor at 10 µM. 86,000 tested, 0.16% active;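 active = activation factor of at least 2 for MT1-MMP transcription at 10 µM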
ERb coact inh = inhibitors of ERβ-SRC1 coactivator interaction, primary screen, biochemical, TR-FRET, ERβ LBD, SRC-1 peptide | Estrogen receptor beta (Homo sapiens), Q92731 | TR-FRET ER-beta LBD / SRC1-Cy5 peptide binding; receptor agonist-loaded with 1 µM estradiol | inhibition, % at 25.6 µM | 86,000 tested, 1.3% active | AID 633, 2007;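 active = compounds whose percent inhibition of the receptor-coactivator binding signal exceeds about 50% in the single-dose screen, limit read from the data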;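 also: 0% = receptor plus peptide wells without compound and 100% = peptide-only wells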
Target sequence (Q92731 whole entry, looked up, the tested form may be a part): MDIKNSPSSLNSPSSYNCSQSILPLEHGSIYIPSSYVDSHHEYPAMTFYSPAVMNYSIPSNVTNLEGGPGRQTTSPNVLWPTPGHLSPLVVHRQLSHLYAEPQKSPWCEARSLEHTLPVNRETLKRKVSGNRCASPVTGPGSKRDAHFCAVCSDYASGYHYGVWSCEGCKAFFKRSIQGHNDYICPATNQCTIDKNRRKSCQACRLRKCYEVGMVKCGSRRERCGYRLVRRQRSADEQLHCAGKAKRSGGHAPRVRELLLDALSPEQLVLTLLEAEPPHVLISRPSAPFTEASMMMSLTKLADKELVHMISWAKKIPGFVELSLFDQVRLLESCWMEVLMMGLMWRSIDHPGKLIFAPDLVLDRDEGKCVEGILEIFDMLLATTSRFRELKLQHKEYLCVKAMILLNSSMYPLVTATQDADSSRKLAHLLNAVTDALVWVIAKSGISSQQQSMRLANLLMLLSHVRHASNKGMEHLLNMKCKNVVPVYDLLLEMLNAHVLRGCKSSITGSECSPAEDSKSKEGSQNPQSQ
ERa coact pot = enhancers of ERα–SRC-1 coactivator binding, primary screen, biochemical, TR-FRET, ERα LBD, low estradiol; Estrogen receptor (Homo sapiens), P03372; TR-FRET ERalpha-LBD/SRC-Cy5 coactivator binding, 2 h; 100 = basal binding, no effect; coactivator binding (% of control), % at 25.6 µM; 86,000 tested, 1.3% active; AID 639, 2007; in the data active = activity above about 200%;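 also: binding measured in presence of low estradiol as agonist stimulus; 0% = peptide alone without receptor and 100% = receptor with peptide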
Smad3 FoxH1 inh = Smad3/FoxH1 peptide binding inhibitors, primary screen, biochemical, TR-FRET | Mothers against decapentaplegic homolog 3 (Homo sapiens), P84022 | TR-FRET Smad3/Dy647-FoxH1 peptide binding, europium anti-His | inhibition, % at 25 µM | 88,000 tested, 0.29% active | AID 630, 2007;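 active = compounds that reduce the energy-transfer binding signal between the protein and its labelled peptide by more than half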;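 also: 0% = Smad3 plus labelled peptide maximal FRET and 100% = peptide-only background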
Target sequence (P84022 whole entry, looked up): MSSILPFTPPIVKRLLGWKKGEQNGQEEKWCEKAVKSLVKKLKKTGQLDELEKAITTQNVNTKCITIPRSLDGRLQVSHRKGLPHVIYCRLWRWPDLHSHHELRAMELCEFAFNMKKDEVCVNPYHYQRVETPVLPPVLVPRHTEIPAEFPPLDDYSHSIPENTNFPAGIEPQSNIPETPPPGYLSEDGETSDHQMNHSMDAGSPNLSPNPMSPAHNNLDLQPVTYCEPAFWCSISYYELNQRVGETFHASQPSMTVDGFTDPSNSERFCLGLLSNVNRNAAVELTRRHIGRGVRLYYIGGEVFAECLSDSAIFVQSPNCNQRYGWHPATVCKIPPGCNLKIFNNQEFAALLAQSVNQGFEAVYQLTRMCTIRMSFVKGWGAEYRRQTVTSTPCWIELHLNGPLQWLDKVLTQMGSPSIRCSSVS
sEH inhibitor = soluble epoxide hydrolase inhibitors, primary screen, biochemical, human sEH; Bifunctional epoxide hydrolase 2 (Homo sapiens), P34913; recombinant human sEH enzymatic activity assay; inhibition, % at 2 µM; 91,000 tested, 0.34% active; AID 707, 2007; in the data active = inhibition above about 80%; also: values of inactives mirror those of a sister screen read the other way; many of its hits are not listed in these tables
* hit, by the source's call; . = not tested or not shown; & = joins results of further samples; [ ] = remark or other dose. A portion of the library. The share of hits here may be higher or lower than overall.

The opening 11 compounds, ahead of the listing:
Values run as follows: sEH activator, Mac1 fbg inh, Candida biofilm, CD11b adhes enh, MT1-MMP txn act, ERb coact inh, ERa coact pot, Smad3 FoxH1 inh, sEH inhibitor
COc1ccc(N=C2SC(C(=O)O)CC(=O)N2Cc2ccc(OC)c(OC)c2)cc1 (stereo unspecified)
→ 7.5, -8.0, 6.3, -1.8, 0.9, -6.0, 116.6, -3.9, -7.6
O=C(O)CSC1=NCCN1
→ ., ., 9.8, ., 1.2, -6.2[fluorescence artefact?], 109.9, 10.7&-1.9, .
O=C(Cc1cccc2ccccc12)OCn1nnc2ccccc2c1=O
→ -6.9, -7.3, 6.4, 3.5, ., 6.0, 106.5, 2.8, 8.5
CCn1c(=O)cc(N2CCCCC2)[nH]c1=O
→ 2.3, ., 2.3, ., 1.2, -5.7, 112.8, 11.9[fluorescence artefact?], -2.2
O=C(CCN1c2ccccc2Sc2ccccc21)Nc1ccccc1
→ -0.5, 15.5, 1.9, -0.6, 0.9, 3.4, 145.0, 9.8, -0.5
CC(=O)Nc1ccc(S(=O)(=O)Nc2cccc(-c3nc4ccccc4o3)c2)cc1
→ 2.6, 27.5, -3.3, -2.8, 1.2, -3.8, 79.8, 20.3, -4.9
CCS(=O)(=O)N1CCC(C(=O)NCCCN2CCC(Cc3ccccc3)CC2)CC1
→ ., -5.7, 6.5, -4.5, 1, -5.5, 134.2, 8.3, .
COC(=O)C1CCN(c2cc(=O)n(C3CCCCC3)c(=O)[nH]2)CC1
→ 6.1, ., -3.4, ., 1.2, -4.7, 106.8, 2.5, -6.0
CCOc1ccc(/C(O)=C2\C(=O)C(=O)N(CCN(C)C)C2c2cccc(OC)c2OC)cc1Cl (stereo unspecified)
→ -1.6, 0.4, -2.8, 0.5, 1.1, -7.7, 93.0, 1.6, 0.8
O=C(CNCC1CCCO1)Nc1ccccc1N1CCOCC1 (stereo unspecified)
→ -0.9, -0.1, 7.8, -6.2, 1, -6.7, 114.2, 14.7, 2.2
C/C=C(\C)CN1CCc2cc(OC)c(OC)cc2C1
→ 2.8, -11.1, 0.2, 2.8, 1.1, 1.7, 101.2, 1.2, -3.2

The whole of this part, previewed entries included:
Values run as follows: sEH activator, Mac1 fbg inh, Candida biofilm, CD11b adhes enh, MT1-MMP txn act, ERb coact inh, ERa coact pot, Smad3 FoxH1 inh, sEH inhibitor
COc1ccc(N=C2SC(C(=O)O)CC(=O)N2Cc2ccc(OC)c(OC)c2)cc1 (stereo unspecified)
→ 7.5, -8.0, 6.3, -1.8, 0.9, -6.0, 116.6, -3.9, -7.6
O=C(O)CSC1=NCCN1
→ ., ., 9.8, ., 1.2, -6.2[fluorescence artefact?], 109.9, 10.7&-1.9, .
O=C(Cc1cccc2ccccc12)OCn1nnc2ccccc2c1=O
→ -6.9, -7.3, 6.4, 3.5, ., 6.0, 106.5, 2.8, 8.5
CCn1c(=O)cc(N2CCCCC2)[nH]c1=O
→ 2.3, ., 2.3, ., 1.2, -5.7, 112.8, 11.9[fluorescence artefact?], -2.2
O=C(CCN1c2ccccc2Sc2ccccc21)Nc1ccccc1
→ -0.5, 15.5, 1.9, -0.6, 0.9, 3.4, 145.0, 9.8, -0.5
CC(=O)Nc1ccc(S(=O)(=O)Nc2cccc(-c3nc4ccccc4o3)c2)cc1
→ 2.6, 27.5, -3.3, -2.8, 1.2, -3.8, 79.8, 20.3, -4.9
CCS(=O)(=O)N1CCC(C(=O)NCCCN2CCC(Cc3ccccc3)CC2)CC1
→ ., -5.7, 6.5, -4.5, 1, -5.5, 134.2, 8.3, .
COC(=O)C1CCN(c2cc(=O)n(C3CCCCC3)c(=O)[nH]2)CC1
→ 6.1, ., -3.4, ., 1.2, -4.7, 106.8, 2.5, -6.0
CCOc1ccc(/C(O)=C2\C(=O)C(=O)N(CCN(C)C)C2c2cccc(OC)c2OC)cc1Cl (stereo unspecified)
→ -1.6, 0.4, -2.8, 0.5, 1.1, -7.7, 93.0, 1.6, 0.8
O=C(CNCC1CCCO1)Nc1ccccc1N1CCOCC1 (stereo unspecified)
→ -0.9, -0.1, 7.8, -6.2, 1, -6.7, 114.2, 14.7, 2.2
C/C=C(\C)CN1CCc2cc(OC)c(OC)cc2C1
→ 2.8, -11.1, 0.2, 2.8, 1.1, 1.7, 101.2, 1.2, -3.2
O=C(NCc1ccc2c(c1)OCO2)c1cc2n(n1)C(C(F)(F)F)CC(c1ccc3c(c1)OCO3)N2 (stereo unspecified)
→ ., -32.1, 6.2, 6.2, ., 6.0, 138.1, -7.6, .
CCCn1c(SCC(=O)Nc2ccccc2C(=O)OCC)nc2c1c(=O)n(C)c(=O)n2C
→ 11.9, ., 8.3, ., 1.1, -4.8, 102.9, 3.3, -16.9
Nc1sc(-c2ccccc2)cc1C(=O)O
→ 4.2, -31.4, ., -1.2, ., ., ., ., -4.4
COc1ccc(C(=O)N2CCN(S(=O)(=O)N3CCOCC3)CC2)cc1OC
→ -1.8, -14.1, -1.0, -0.5, 0.9, -25.4, 112.1, 10.7, 6.6
Cc1ccc2[nH]c(=O)c(CN(CCN3CCOCC3)C(=O)Nc3ccc(F)cc3)cc2c1
→ 0.0, -4.3, 8.7, -1.1, 1, -4.0, 123.7, 1.1, -2.9
CCC(C)(C)NC(=O)C(c1ccc(C)cc1)N(Cc1cccnc1)C(=O)c1csnn1 (stereo unspecified)
→ -14.5, ., 7.9, ., 1.4, -9.4, 106.8[fluorescence artefact?], -1.4, 14.2
Cc1ccc2nsnc2c1NS(=O)(=O)c1c(C)ccc2nsnc12
→ 1.6, -17.3, -1.2, -0.9, 1.2, 1.5, 89.0[fluorescence artefact?], -12.2, -2.1
Clc1ccc(Oc2nnnn2-c2ccccc2)cc1
→ 11.8, -13.5, 9.3, 4.2, 1.2, -2.8, 98.4, 9.2, -12.2
Cc1ccccc1NC(=O)CN1C(=O)S/C(=C\c2cccn2-c2cccc(C(=O)O)c2)C1=O
→ -7.7, -13.8, ., -2.3, ., ., ., ., 10.7
O=C(Nc1cccc(Cl)c1)C1=Cc2cc(Cl)ccc2OC1
→ -5.0, 72.6, 6.3, -5.2, ., -11.2, 82.9, 0.0, 7.9
Cc1nc2ccccc2n2c(O)c(CC(=O)O)cc12
→ ., -46.2, 2.6, 5.1, ., 58.4*[fluorescence artefact?], 55.1[fluorescence artefact?], 12.2, .
O=C(Nc1cccc([N+](=O)[O-])c1)C12CC3CC(C1)CC(n1cnc([N+](=O)[O-])n1)(C3)C2
→ -2.3, 7.1, ., 4.6, ., ., ., ., 4.8
CC(C)C(=O)Nc1cc(C(F)(F)F)ccc1N1CCOCC1
→ 0.8, -10.1, 9.4, 0.1, 1.1, 1.6, 115.0, 3.3, -3.4
O=[N+]([O-])c1ccc(/C=N/Nc2nc(N3CCCC3)nc(N3CCCC3)n2)o1
→ 6.8, -5.1, 7.8, -0.2, 1, 46.9, 69.5[fluorescence artefact?], -3.8, -5.8
O=C(CN1CCOCCOCCOCC1)Nc1ccccc1
→ 0.8, -6.4, ., 1.3, ., ., ., ., 0.7
COc1ccc(NC(=O)/C(Cl)=C(/Cl)S(=O)Cc2ccc(C)cc2)cn1 (stereo unspecified)
→ 16.8, 0.0, -5.3, 1.7, 0, 0.7, 81.7, 6.7, -18.4
CCCCCCC(=O)c1c(C)[nH]c(C(=O)OCC)c1C
→ 22.4, -7.7, 2.7, -2.0, 1.6, -3.0, 102.1[fluorescence artefact?], -8.0, -23.9
CCCCC1CC(C)(C(=O)CSc2nc3ccccc3s2)OC1=O (stereo unspecified)
→ -2.5, 74.8, 0.8, -3.0, 1.2, -0.3, 91.6, -1.8, 1.6
O=C1C2CC=CCC2C(=O)N1c1cccc(OS(=O)(=O)c2ccc3ccccc3c2)c1 (stereo unspecified)
→ -7.3, -56.4, ., 2.2, ., ., ., ., 8.6
COCCN(C(=O)Cn1nnc2ccccc21)C(C(=O)NC1CCCCC1)c1ccc(OC)cc1OC (stereo unspecified)
→ 8.4, ., 7.1, ., 1, -24.7, 103.1, 5.2, -6.9
CCn1cnc2cc(NCc3cccc(OC)c3O)ccc21
→ -2.3, -13.5, 6.7, -2.3, 1.7, 2.2, 100.6[fluorescence artefact?], 13.6, 5.7
COc1ccc(/C(=N\O)c2ncc(C(F)(F)F)cc2Cl)cc1
→ -5.3, -9.4, 1.2, -3.4, 1.1, 2.0[fluorescence artefact?], 101.7, 5.4, 4.2
COc1ccc(-c2noc(CCC(=O)NC3CCN(Cc4ccccc4)CC3)n2)cc1
→ 13.8, 1.3, -6.9, 0.0, 1, -6.8, 105.6, 6.1, -18.8
CC1(C)CC(=O)C=C(NC2CCS(=O)(=O)C2)C1 (stereo unspecified)
→ 8.6, ., 10.6, ., 1.1, -15.7[fluorescence artefact?], 116.5, 9.3, -5.1
COc1cccc(-n2c(COc3ccc(C)cc3)nnc2SCC(=O)O)c1
→ 13.4, 9.3, -2.9, -1.8, 1.1, -9.2[fluorescence artefact?], 96.5, -9.8, -16.3
CCn1c(SCC(=O)Nc2cc(C)on2)nc2sc3c(c2c1=O)CCCC3
→ -2.1, ., 5.3, ., 1, 20.1, 95.8, 1.9, 0.5
Cc1cc(NO)nc(-c2ccc(Br)cc2)n1
→ ., 0.8, 5.6, -6.2, 1.7, -4.1, 114.8, -0.7, .
c1ccc(CNC2=NCCCC2)cc1
→ ., 2.6, -1.6, -1.8, 1.2, -6.2[fluorescence artefact?], 110.1, -20.2, .
CC(C)(C)C(=O)Nc1nc(C2CCCN2S(=O)(=O)c2ccc(Cl)cc2)cs1 (stereo unspecified)
→ 1.1, 3.4, -0.7, -1.8, 1.2, 1.4, 94.6, -8.7, -7.0
Cc1ccccc1C(=O)c1cccn1CC(=O)NCc1ccc2c(c1)OCO2
→ -2.8, 5.0, 12.3, -0.6, 1.5, -1.3, 68.1[fluorescence artefact?], 0.7, 5.8
Cc1ccccc1NC(=O)CSc1nc(Nc2ccccc2)nc(N2CCOCC2)n1
→ 6.4, -12.7, 9.4, 2.3, 0.9, 24.7[fluorescence artefact?], 89.6, -14.8, -3.7
Cc1cc(C(C)(C)C)cc(S(=O)(=O)Nc2cccc(C(=O)O)c2)c1C
→ 6.6, 3.7, -3.3, 1.7, 1.1, 26.0, 95.7[fluorescence artefact?], -27.9, -4.5
Cc1[nH]c(=O)[nH]c(=O)c1CSc1nnc([C@@H](NC(=O)OC(C)(C)C)C(C)C)o1
→ -9.2, 2.3, 4.8, -1.8, 1.1, -10.0[fluorescence artefact?], 104.4, 6.7, 8.5
CCOC(=O)N1CCN(C(=O)CSc2nnc(-c3cc(OC)ccc3OC)o2)CC1
→ ., ., 4.3, ., 1.2, -1.7, 113.0, 9.9, .
Cc1ccc(-c2cc(-c3ccccc3O)nc(N/N=C/c3cccnc3)n2)cc1
→ -1.1, -6.9, ., 21.3, ., ., ., ., 4.1
